Screening results: PubChem BioAssay, several laboratories
RPL19A-GFP yeast – yeast TOR pathway RPL19A-GFP modulation | S. cerevisiae RPL19A-GFP strain, flow cytometry, 3 h; hits give low values | percent response vs DMSO, % at 10 µM | 0.3% of 330,000 active;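 active = percent response vs DMSO below 50%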;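 also: median channel GFP fluorescence of the barcoded RPL19A-GFP strain; ratio of sample median GFP to plate DMSO average so 100% = DMSO; lower means less RPL19A-GFP as with rapamycin TOR inhibition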
AGP1-GFP MLPCN – yeast TOR pathway AGP1-GFP modulation; S. cerevisiae AGP1-GFP multiplex flow cytometry, 3 h; GFP as percent of DMSO wells; GFP response vs DMSO, % at 10 µM; 0.02% of 320,000 active;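 active = GFP response relative to DMSO above a set limit, near screen average plus 3 SD, cut at about 150% in these data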;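 also: median GFP channel fluorescence of the gated AGP1 strain per well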
LAP4 TOR yeast – alters LAP4-GFP fluorescence in TOR pathway yeast screen; S. cerevisiae LAP4-GFP multiplex, flow cytometry GFP, 3 h; median GFP as percent of DMSO wells; GFP response vs DMSO, % at 10 µM; 0.34% of 320,000 active; AID 2023;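 active = GFP response vs DMSO above a set limit, about the screen mean plus 3 SD, cut at about 150% in these data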
AHR act – activates the human aryl hydrocarbon receptor; AID 2796; AHR-responsive luciferase reporter cells, luminescence; activation, % at 5 µM; P35869; 2.5% of 320,000 active; in the data active = activation above about 47%;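 also: 0% = vehicle wells and 100% = reference agonist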
Target sequence (P35869 whole entry, looked up): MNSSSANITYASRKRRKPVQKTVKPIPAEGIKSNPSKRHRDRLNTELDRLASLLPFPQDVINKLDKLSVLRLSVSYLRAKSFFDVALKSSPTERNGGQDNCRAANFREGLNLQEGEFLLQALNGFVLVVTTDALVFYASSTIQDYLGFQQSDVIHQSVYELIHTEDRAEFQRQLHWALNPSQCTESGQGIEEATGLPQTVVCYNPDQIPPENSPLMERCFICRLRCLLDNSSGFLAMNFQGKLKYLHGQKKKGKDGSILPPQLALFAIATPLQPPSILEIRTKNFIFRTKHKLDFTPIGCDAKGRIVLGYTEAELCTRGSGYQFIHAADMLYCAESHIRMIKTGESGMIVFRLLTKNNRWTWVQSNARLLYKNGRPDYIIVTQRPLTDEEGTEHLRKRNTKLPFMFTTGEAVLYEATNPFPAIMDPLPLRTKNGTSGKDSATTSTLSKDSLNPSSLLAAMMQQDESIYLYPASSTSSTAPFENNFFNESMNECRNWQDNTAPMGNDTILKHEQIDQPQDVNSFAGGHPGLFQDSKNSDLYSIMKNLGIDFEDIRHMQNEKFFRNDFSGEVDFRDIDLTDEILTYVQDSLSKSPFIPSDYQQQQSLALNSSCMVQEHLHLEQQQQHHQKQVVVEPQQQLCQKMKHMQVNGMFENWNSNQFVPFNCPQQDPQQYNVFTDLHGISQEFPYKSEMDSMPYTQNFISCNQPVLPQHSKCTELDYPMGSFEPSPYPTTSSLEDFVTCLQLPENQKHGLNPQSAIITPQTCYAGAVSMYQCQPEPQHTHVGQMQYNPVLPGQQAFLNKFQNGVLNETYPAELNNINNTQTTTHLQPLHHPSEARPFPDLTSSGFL
Yeast superoxide – lowers age-related superoxide in aged yeast cells. S. cerevisiae aged cells, superoxide DHE fluorescence; hits give low values. superoxide response (% of plate mean), % at 10 µM. 0.18% of 330,000 active. AID 2690;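 active = superoxide response under a set limit, about three screen SD below normal, cut at about 65% in these data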;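 also: yeast aged for seven days with compound at 30 °C before DHE staining; 100% = average MFI of all compound-treated wells on the plate with controls excluded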
CIT2-GFP yeast – yeast TOR pathway CIT2-GFP modulation; AID 2029; S. cerevisiae CIT2-GFP strain, flow cytometry, 3 h; 100 means same as DMSO wells; GFP response vs DMSO, % at 10 µM; 0.065% of 320,000 active;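 active = GFP response relative to DMSO above a set limit, near the screen mean plus 3 SD, cut at about 150% in these data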;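 also: ratio of well median GFP fluorescence to mean of DMSO wells on the plate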
Efflux pump mplx – inhibitors of Candida antifungal efflux pumps expressed in yeast; S. cerevisiae Candida pump triplex, Nile Red efflux; inhibition, % at 10 µM; 0.44% of 330,000 active; AID 485275;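 active = plate passing quality check with inhibition over a set limit, or well fluorescence over plate mean plus 4 SD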;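 also: Nile Red retained in pooled yeast measured as flow cytometry median fluorescence; 0% = buffer negative control and 100% = Enniatin B positive control; higher means more Nile Red kept so more efflux inhibition; some compounds called inactive have numbers as strong as hits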
MEP2-GFP yeast – modulators of TOR pathway MEP2-GFP in S. cerevisiae. S. cerevisiae MEP2-GFP strain, flow cytometry GFP, 3 h; 100% = DMSO control level. GFP response vs DMSO, % at 10 µM. 0.51% of 330,000 active;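 active = GFP response versus DMSO above a set limit, roughly screen mean plus 3 SD, cut at about 180% in these data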;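 also: median GFP fluorescence of the barcode-gated MEP2-GFP cells per well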
Active calls of the source: *; x = no result given.

SMILES	RPL19A-GFP yeast	AGP1-GFP MLPCN	LAP4 TOR yeast	AHR act	Yeast superoxide	CIT2-GFP yeast	Efflux pump mplx	MEP2-GFP yeast
COC(=O)c1ccc(OCC(=O)c2ccccc2OC)cc1	91.3	90.3	103.1	3.4	91.2	84.8	-0.1	96.6
CCOC(=O)N1CCN(C(=O)CN2C(=O)CC(C)(C)S(=O)(=O)c3ccccc32)CC1	100.1	103.0	97.5	-0.6	107.5	103.2	0.0	101.8
CCSc1nnc(Cc2cc(=O)[nH]c(=O)[nH]2)n1-c1ccc(F)cc1	103.1	103.7	99.3	-0.1	99.1	108.6	0.0	98.5
NS(=O)(=O)c1ccc(CCN2C(=O)/C(=C\c3ccc(Cl)cc3)SC2=S)cc1	99.9	99.7	97.0	-0.3	109.5	105.1	-0.1	102.9
c1ccc(CN2CCN(C(c3ccccc3)c3ccccc3)CC2)cc1	100.2	98.2	87.1	-1.1	81.3	102.5	0.2	98.0
CCCNCc1cc(OCC)c(OCC(N)=O)cc1Br	122.3	118.2	111.0	4.1	98.0	122.5	0.1	120.7
CCN(CC(=O)NC1CCS(=O)(=O)C1)S(=O)(=O)c1cc([N+](=O)[O-])ccc1C (stereo not drawn)	84.1	89.3	94.2	0.1	106.8	78.5	0.0	91.1
N#Cc1c(NC(=O)COC(=O)C2CC3C=CC2C3)oc(-c2ccccc2)c1-c1ccccc1 (stereo not drawn)	96.8	93.4	x	20.3	92.6	99.2	0.4	86.0
N#Cc1c2n(c3c(=O)n(Cc4ccccc4)cnc13)CCCC2	99.0	97.2	103.5	-3.1	90.7	96.0	0.0	99.2
CCc1ccccc1NC(=S)NCC1CCN(c2ccc(OC)cc2)C1 (stereo not drawn)	96.2	114.9	119.0	4.0	99.1	103.9	-0.2	107.1
Cn1c(C(=O)O)ccc1S(=O)(=O)N1CCCCCC1	99.2	107.6	105.9	-1.0	110.7	96.2	0.0	93.7
OC(CNC1Cc2ccccc2C1)COc1ccc(Cl)cc1 (stereo not drawn)	98.2	100.3	103.0	3.5	97.0	96.1	0.0	98.5
CCC(=O)N1CCCc2ccccc21	96.5	102.6	105.9	-0.2	107.3	88.2	0.2	96.5
CCOc1ccc(-n2c(=O)cc(N3CCN(c4ccccc4)CC3)[nH]c2=O)cc1	102.5	107.0	103.8	-0.3	99.9	105.7	0.0	96.4
CC1CCN(C(=O)Cn2cc(C#N)c3ccccc32)CC1	94.7	92.5	91.7	2.9	93.9	94.5	0.1	99.1
Cc1ccc(NC(=O)c2ccsc2)cc1NS(C)(=O)=O	101.0	93.9	91.1	83.8*	91.0	101.6	-0.1	99.4
CCOCCCNC(=O)C(c1ccc(Cl)cc1)N(Cc1cccs1)C(=O)c1ccccn1 (stereo not drawn)	100.8	108.6	111.3	-0.6	106.5	101.8	0.2	104.9
O=C(Nc1ccccc1)Nc1ccccc1NS(=O)(=O)c1cccs1	96.0	98.8	104.1	4.4	96.8	99.9	0.0	107.0
O=C(Cn1c(=O)sc2ccccc21)Nc1ccc(O)cc1	96.0	95.5	95.3	12.9	109.4	83.6	0.1	98.1
COc1ccc(Br)cc1S(=O)(=O)N(CC(=O)N1CCOCC1)c1ccccc1	102.8	100.9	99.9	-1.1	89.5	108.4	-0.3	105.3
COc1cc2c(cc1OC)C(c1cc3ccc(C)cc3[nH]c1=O)N(C(=O)c1ccco1)CC2 (stereo not drawn)	96.7	102.7	98.4	3.6	92.7	101.9	-0.2	96.4
NC(=O)c1ccc[n+](CC(=O)c2cccc([N+](=O)[O-])c2)c1	88.6	98.6	x	2.8	93.4	95.0	0.0	94.8
O=C1CCCc2nc(N3CCN(Cc4ccccc4)CC3)ncc21	98.8	99.1	101.8	-0.7	114.6	93.7	0.2	110.8
O=C(CCN1C(=O)/C(=C/c2ccc(Cl)cc2)SC1=S)Nc1cccnc1	104.8	107.2	98.0	1.3	92.3	104.6	-0.2	101.6
NC(=NCCc1ccc(Cl)cc1)NS(=O)(=O)c1ccc(F)cc1	101.5	97.2	92.5	6.5	105.8	94.6	0.2	101.6
Later entries
SMILES	RPL19A-GFP yeast	AGP1-GFP MLPCN	LAP4 TOR yeast	AHR act	Yeast superoxide	CIT2-GFP yeast	Efflux pump mplx	MEP2-GFP yeast
CCCS(=O)(=O)N1CCN(C(=O)COc2ccccc2)CC1	100.5	101.2	89.8	-3.3	112.8	x	0.7	100.5
O=C(NCCCn1ccnc1)c1ccc2c(c1)OCCO2	103.2	108.4	97.6	10.0	97.9	110.4	-0.1	100.5
CCCCCCN=CC1=C(O)CC(C)(C)CC1=O	95.5	94.1	87.5	7.0	97.7	88.9	0.0	88.6
O=C(OCc1nnc(-c2ccc(Cl)cc2)o1)c1ccc(=O)n(Cc2ccccc2)n1	89.8	83.8	100.4	3.4	103.3	93.8	0.0	95.4
Cc1ccc(/C=C/C(=O)N2CCCN(C(=O)/C=C/c3ccc(C)cc3)CC2)cc1	101.5	95.5	101.9	6.4	98.2	94.9	0.0	97.6
COc1ccc(-n2nc(C(=O)Nc3nc4ccc(OC)cc4s3)c3ccccc3c2=O)c(OC)c1	102.5	102.5	99.4	1.4	91.2	101.3	0.0	102.9
C=CCn1c(SCC(=O)Nc2cc(Cl)ccc2C(=O)O)nc2sc(C)c(C)c2c1=O	100.2	100.8	92.9	2.1	88.4	98.3	-0.1	97.1
Cc1ccccc1OCC(O)CNC1CCC(NCC(O)COc2ccccc2C)CC1 (stereo not drawn)	103.2	91.1	102.0	0.5	103.6	99.2	0.0	105.0
O=C(NCC1CCCO1)/C(=C\c1cccs1)NC(=O)c1ccccc1 (stereo not drawn)	97.8	101.1	91.8	2.4	86.3	105.7	-0.2	106.0
CC(=O)N1CCOc2ccc(S(=O)(=O)N3CCC(C(=O)Nc4ccc(C)c(C)c4)CC3)cc21	99.2	103.7	99.3	3.8	108.4	103.1	-0.1	107.2
Cc1ccc(C(=O)N/C(=C\c2cccc([N+](=O)[O-])c2)C(=O)Nc2cccc(C(=O)O)c2)cc1	108.0	107.1	102.6	0.0	104.2	107.1	0.0	107.7
CC(=O)Nc1ccc(S(=O)(=O)N(C)CC(=O)N2CCN(C(=O)c3ccco3)CC2)cc1	94.5	96.5	100.9	-2.2	104.9	95.3	0.0	103.2
O/N=C1/CCCCC1c1ccccn1 (stereo not drawn)	97.7	108.5	104.2	2.4	90.3	102.8	-0.3	103.0
CC(=O)N1CC=C2C(C#N)=C(N)C(C#N)(C#N)[C@H](c3ccoc3)[C@H]2C1	94.1	97.9	96.4	3.7	96.5	96.2	0.0	99.8
C/C(=N\NC(=O)c1cccc(S(=O)(=O)N2CCOCC2)c1)c1ccc(OCC(=O)N(C)C)cc1	95.1	105.2	105.0	2.1	103.7	93.6	0.1	101.9
COc1ccc(/C(N)=N/OC(=O)COc2ccccc2Cl)cc1	98.0	87.0	87.8	-3.5	97.3	90.6	0.8	100.7
CC1C(=O)C(C)C(c2ccc3c(c2)OCO3)NC1c1ccc2c(c1)OCO2 (stereo not drawn)	97.9	99.1	100.5	6.7	104.4	101.2	-0.1	100.2
CC1Cc2nc(SCC(=O)N3CCc4ccccc43)n(C)c(=O)c2S1 (stereo not drawn)	x	107.8	103.1	19.1	93.2	109.7	0.1	108.2
O=C(c1ccccc1[N+](=O)[O-])N1CCCN(C(=O)c2ccccc2[N+](=O)[O-])CC1	95.6	98.5	92.1	-1.4	92.2	93.8	-0.1	98.2
O=C(NCCc1cccc(F)c1)C1CCN(S(=O)(=O)c2ccccc2)CC1	105.2	97.7	94.0	-0.1	100.3	102.7	0.2	104.9
O=C(CCc1ccccc1)Nc1cccc(NC(=O)CCc2ccccc2)c1	97.6	105.3	102.0	3.9	105.8	99.3	-0.1	98.3
CCOC(=O)N1CCN(C(=O)C2CCN(S(=O)(=O)N3CCC4(CC3)OCCO4)CC2)CC1	103.5	106.7	107.2	1.9	102.4	97.4	-0.1	99.2
O=C(O)CSC1CC(=O)N(c2cccc(Cl)c2)C1=O (stereo not drawn)	98.3	99.7	101.0	1.5	95.7	97.7	-0.1	101.2
Cc1ccc(NC(=S)NCCN2CCOCC2)cc1C	96.0	96.7	99.5	-1.2	100.4	93.7	0.0	98.6
O=C(CCC1CCN(Cc2ccccc2Cl)CC1)NC1CC1	106.6	100.2	90.2	0.1	107.8	100.8	0.1	108.2
Remaining list, next part:
SMILES	RPL19A-GFP yeast	AGP1-GFP MLPCN	LAP4 TOR yeast	AHR act	Yeast superoxide	CIT2-GFP yeast	Efflux pump mplx	MEP2-GFP yeast
CCc1ccccc1Nc1nn2c(=O)c3ccc(C(=O)NCc4ccccn4)cc3nc2s1	98.1	102.9	94.0	2.4	110.4	98.7	0.2	104.9
O=C(NCC1CCCN(C(=O)c2cccc(C(F)(F)F)c2)C1)c1ccc(F)cc1 (stereo not drawn)	101.6	97.2	95.7	1.6	94.7	95.0	-0.1	98.7
CCC1CCCCN1S(=O)(=O)c1ccc(S(=O)(=O)N(Cc2ccccn2)CC2CCCO2)cc1 (stereo not drawn)	102.9	107.2	103.9	-0.5	96.7	108.1	0.1	105.4
CCS(=O)(=O)c1c([N+](=O)[O-])ncn1C	101.7	104.9	107.4	-2.2	91.7	105.4	0.1	106.0
CCOC(=O)C1=C(C)N=C2SCCC(=O)N2[C@@H]1c1cccs1	97.2	104.3	105.1	-2.3	105.1	101.9	-0.1	89.2
COCCCNc1nc2ccccc2nc1NS(=O)(=O)c1ccccc1	95.2	93.4	88.2	19.2	104.0	77.6	0.3	93.1
O=c1[nH]cnc2sc3c(c12)CCC3	98.9	98.2	102.6	0.2	89.3	103.1	0.1	103.7
CC(NC(=O)c1ccc(Br)o1)C1CC2CCC1C2 (stereo not drawn)	99.5	95.7	101.7	0.6	122.5	97.4	-0.5	103.5
CC(C)n1nc(C(=O)Nc2cccc(S(=O)(=O)N3CCCCC3)c2)c2ccccc2c1=O	101.5	103.7	101.3	10.0	117.3	97.1	0.8	101.0
CCOc1ncccc1C(=O)Nc1nc(C(C)(C)C)cs1	103.0	102.8	96.5	59.2*	92.3	101.3	-0.1	102.9
N#CCN(CC#N)C(=O)C1c2ccccc2Oc2ccccc21	101.6	97.0	91.0	-1.7	97.9	100.8	0.2	104.4
O=c1ccc(Cl)cn1Cc1ccccc1F	100.2	102.8	102.6	2.0	117.2	100.3	0.0	105.7
Cc1onc(-c2ccccc2)c1C(=O)N=C(N)c1ccc(Cl)cc1	93.6	101.1	95.9	1.3	96.0	90.8	-0.1	89.1
Cc1cc(NC(=O)CN(C)CCOc2ccccc2)ccc1Br	96.2	97.7	98.5	2.1	103.6	91.0	-0.1	94.8
CC(CC(=O)O)CC(=O)Nc1nncs1 (stereo not drawn)	115.1	103.5	107.1	1.6	104.5	110.1	0.1	109.5
COC(=O)CC1=C(C(=O)OC)C(c2cccc(OCC(N)=O)c2)C(C#N)=C(N)O1 (stereo not drawn)	98.0	102.0	104.6	0.8	104.7	104.2	0.0	97.3
COc1ccc(Nc2cc(C(=O)NCc3ccco3)c3ccccc3n2)c(OC)c1	97.8	94.0	98.8	15.1	90.9	95.3	-0.2	108.0
Brc1ccc(-c2nnc(-c3ccccc3Br)o2)cc1	96.2	93.8	97.7	44.7	103.1	97.0	0.1	101.2
COc1ccccc1NC(=O)/C=C/C(=O)O	98.0	95.0	108.6	1.2	90.6	101.9	0.1	110.2

As a working copy, 3 of the compounds above.
SMILES	RPL19A-GFP yeast	AGP1-GFP MLPCN	LAP4 TOR yeast	AHR act	Yeast superoxide	CIT2-GFP yeast	Efflux pump mplx	MEP2-GFP yeast
COC(=O)CC1=C(C(=O)OC)C(c2cccc(OCC(N)=O)c2)C(C#N)=C(N)O1 (stereo not drawn)	98.0	102.0	104.6	0.8	104.7	104.2	0.0	97.3
COc1ccc(Nc2cc(C(=O)NCc3ccco3)c3ccccc3n2)c(OC)c1	97.8	94.0	98.8	15.1	90.9	95.3	-0.2	108.0
Brc1ccc(-c2nnc(-c3ccccc3Br)o2)cc1	96.2	93.8	97.7	44.7	103.1	97.0	0.1	101.2
